Screening data from PubChem BioAssay.
DT40 TDP1 CPT: growth inhibition of DT40 Tdp1-/-;hTDP1 cells with camptothecin (screen for TDP1 inhibitors) | AID 686979 | Potency, µM (titrated, usually from 46.2 µM), for inactives: at the highest dose activity change, negative = growth inhibition, hits mostly inhibitors | 12% of 420,000 active | chicken DT40 Tdp1-/-;hTDP1 cells + 20 nM CPT, ATP luminescence, 48 h; note: nearly all actives have a fitted effect of over 55% in size
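Cell growth measured by CellTiter-Glo luminescence after a minimum 48 h, 37 C compound exposure with 20 nM CPT in Tdp1-knockout DT40 cells stably expressing hTDP1, seeded 400/well; qHTS titration format.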
TDP1 block: inhibitors of human tyrosyl-DNA phosphodiesterase TDP1; Q9NUW8; 0.28% of 350,000 active; Potency, µM (top dose mostly 130 µM), without a hit: at the highest dose activity change, negative = inhibition, most hits filed as inhibitors; recombinant TDP1, AlphaScreen DNA substrate cleavage; note: nearly all actives have a fitted effect of over 40% in size
Target sequence (Q9NUW8 whole entry, looked up): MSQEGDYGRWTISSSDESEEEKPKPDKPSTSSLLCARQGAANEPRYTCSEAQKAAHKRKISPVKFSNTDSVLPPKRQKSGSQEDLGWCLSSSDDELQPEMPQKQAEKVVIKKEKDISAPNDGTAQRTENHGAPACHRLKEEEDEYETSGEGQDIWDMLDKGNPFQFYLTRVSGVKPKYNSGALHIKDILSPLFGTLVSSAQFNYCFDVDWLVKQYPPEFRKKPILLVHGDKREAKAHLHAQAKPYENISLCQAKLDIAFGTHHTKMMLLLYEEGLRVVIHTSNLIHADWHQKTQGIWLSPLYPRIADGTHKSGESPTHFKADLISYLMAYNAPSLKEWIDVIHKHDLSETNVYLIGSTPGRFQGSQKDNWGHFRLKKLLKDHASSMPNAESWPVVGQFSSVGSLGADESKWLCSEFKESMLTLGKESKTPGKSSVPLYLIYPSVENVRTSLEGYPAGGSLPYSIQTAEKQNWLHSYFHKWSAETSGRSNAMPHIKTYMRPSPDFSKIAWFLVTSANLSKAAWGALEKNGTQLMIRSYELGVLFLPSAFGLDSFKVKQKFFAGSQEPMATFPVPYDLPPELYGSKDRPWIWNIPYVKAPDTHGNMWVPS
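Recombinant human Tdp1 (E. coli-expressed, 1 nM final) preincubated with compounds 15 min at room temperature, then 5'-biotin/3'-phosphotyrosine-FITC DNA substrate (15 nM final) added for 5 min. AlphaScreen beads (10 ug/ml final) added 10 min; cleavage lowers signal.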
TDP1 cell noCPT: qHTS for Inhibitors of human tyrosyl-DNA phosphodiesterase 1 (TDP1): qHTS in cells in absence of CPT; DT40 Tdp1-/- hTDP1 cells, no CPT, ATP luminescence, 48 h; Potency, µM (top dose mostly 46.2 µM), inactives show top-dose activity change, negative = growth inhibition, actives largely listed as inhibitors; 15% of 420,000 active; note: nearly all actives have a fitted effect of over 55% in size
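Cells were dispensed at 400 per well, compounds added by pin tool, plates incubated ≥48 hr at 37 °C, then CellTiter-Glo added for 30 min at room temperature before luminescence reading. Line: DT40 Tdp1-/- complemented with hTDP1; camptothecin omitted.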
An asterisk follows results filed as active; u = inconclusive; x = no result given; & = joins results of further samples; [ ] = remark or other dose. Calls come from the whole dose curve; as a rule, active = well fitted curve in the direction sought with a large enough effect; inconclusive = small, poorly fitted or top-dose-only effect, or another doubt; inactive = no such curve, though single readings can be large; an effect the other way counts as inactive or inconclusive. % is set by controls: 0 for no effect and ±100 for the full control effect; potency is the fitted concentration of half-maximal effect.

#1 Cc1ccc(-c2cn(S(=O)(=O)c3ccc(C)cc3)nc2N)cc1
#2 O=C(NC1CC(=O)N(c2ccccc2)C1)C1CC1 (stereo not drawn)
#3 Cc1c(NC(=O)COC(=O)/C=C/c2ccc(Cl)cc2)c(=O)n(-c2ccccc2)n1C
#4 O=C(CSCC(=O)Nc1nc(-c2ccc3c(c2)OCO3)cs1)Nc1nccs1
#5 CCCCc1ccc(NC(=O)CC(C)=O)cc1
#6 COC(=O)CN(C)C(=O)CC1C(=O)NCCN1CC(C)(C)C (stereo not drawn)
#7 O=C(CSc1nnc(CNC(=O)c2cccs2)o1)NCC1CCCO1 (stereo not drawn)
#8 CC(C)(C)Nc1nc(NN)nc(NC(C)(C)C)n1
Assay by compound | 1 | 2 | 3 | 4 | 5 | 6 | 7 | 8
DT40 TDP1 CPT | 3% | -9% | -2% | 12µM* | -1% | -10% | 1% | u
TDP1 block | -2% | -7% | 5% | x | 2% | -1% | 5% | 7%
TDP1 cell noCPT | u | -3% | -19% | 26µM* | -9% | 14% | 16% | u

#9 O=C1c2ccccc2C(=O)N1c1cccc2cccnc12
#10 C=C(C)Cn1c(=O)c2c(nc3n2CCN3c2ccc(F)cc2)n(C)c1=O
#11 CCNCC(=O)N1c2ccccc2CCc2ccc(NC(=O)OC(C)C)cc21
#12 CCN(CC)CCN(C(=O)/C=C/c1cccs1)c1nc2ccc(F)cc2s1
#13 O=C(NCc1cccnc1)c1ccc(NC(=O)c2ccc([N+](=O)[O-])cc2)cc1
#14 CCOC(=O)C1(C)CCN1C(=O)c1cccnc1Oc1ccccc1 (stereo not drawn)
#15 CCOc1ccc(C(=O)Nc2ccc(N3CCN(C)CC3)cc2)cc1
#16 O=C1NC[C@H](c2ccccc2)OC(=O)[C@H](Cc2ccc(F)cc2)C/C=C\C[C@H]1CC(=O)N(CCO)Cc1ccccc1
Assay by compound | 9 | 10 | 11 | 12 | 13 | 14 | 15 | 16
DT40 TDP1 CPT | 1% | u | u | u | 13µM* | u | 4% | 10µM*
TDP1 block | 0%&4% | 8% | x | 7% | 2% | x | x | 2%
TDP1 cell noCPT | -8% | u | 16µM* | u | 9.2µM* | -25% | -5% | 8.2µM*

#17 COc1ccccc1NC(=O)NCCCCc1ccccc1
#18 CCCS(=O)(=O)N1CC(=O)N(c2ccc(Cl)cc2C)C(C)(C(=O)NC2CCCC2)C1 (stereo not drawn)
#19 Cc1csc(Nc2ccc(C(=O)O)cc2)n1
#20 CC(=O)N1C(=O)C2(C(C#N)=C(N)Oc3c2c(C)nn3-c2ccccc2)c2ccccc21 (stereo not drawn)
#21 Cc1cccc(C(C)C)c1NC(=O)C(C)OC(=O)Cn1cnc2c1c(=O)n(C)c(=O)n2C (stereo not drawn)
#22 O=C(Nc1ccccc1N1CCCC1)c1ccco1
#23 O=C(c1nc2ccc(Cl)cn2c1CNCCn1ccnc1)N1CCCCCCC1
#24 CCc1nnc(NC(=O)c2cccc(S(=O)(=O)N3CCN(c4ccccc4)CC3)c2)s1
Assay by compound | 17 | 18 | 19 | 20 | 21 | 22 | 23 | 24
DT40 TDP1 CPT | -21% | -20% | 3% | 23µM* | 2% | u | -12% | -6%
TDP1 block | 2% | 2% | 6% | 9% | 2% | -1% | 7% | 4%
TDP1 cell noCPT | -2% | -7% | -1% | u | -1% | -19% | -25% | -6%

An excerpt of these results, with bars between the fields.
nr | compound | DT40 TDP1 CPT | TDP1 block | TDP1 cell noCPT
17 | COc1ccccc1NC(=O)NCCCCc1ccccc1 | -21% | 2% | -2%
18 | CCCS(=O)(=O)N1CC(=O)N(c2ccc(Cl)cc2C)C(C)(C(=O)NC2CCCC2)C1 (stereo not drawn) | -20% | 2% | -7%
19 | Cc1csc(Nc2ccc(C(=O)O)cc2)n1 | 3% | 6% | -1%
20 | CC(=O)N1C(=O)C2(C(C#N)=C(N)Oc3c2c(C)nn3-c2ccccc2)c2ccccc21 (stereo not drawn) | 23µM* | 9% | u
21 | Cc1cccc(C(C)C)c1NC(=O)C(C)OC(=O)Cn1cnc2c1c(=O)n(C)c(=O)n2C (stereo not drawn) | 2% | 2% | -1%
22 | O=C(Nc1ccccc1N1CCCC1)c1ccco1 | u | -1% | -19%
23 | O=C(c1nc2ccc(Cl)cn2c1CNCCn1ccnc1)N1CCCCCCC1 | -12% | 7% | -25%

Next part
#25 Nc1[nH]c(C(=O)c2ccccc2)c(-c2ccccc2Br)c1C(=O)c1ccccc1
#26 Cc1nnc(SCC(=O)Nc2nonc2C)s1
#27 Clc1ccccc1CNc1ncnc2c1nc1n2CCCC1
#28 COc1ccccc1-c1c(C)nn2c(C)c(C(C)=O)cnc12
#29 COc1cccc(C(=O)N2CCCc3ccccc32)c1
#30 COc1ccc(C(C)(C)C)cc1NC(=O)c1cc(S(=O)(=O)N(C)C)ccc1N1CCCC1
#31 Cc1ccc(C)c(CSc2nc3c([nH]c4ccccc43)c(=O)n2C)c1
#32 Cc1cccc(-n2ncc3c(NC4CCCC4)ncnc32)c1
Assay by compound | 25 | 26 | 27 | 28 | 29 | 30 | 31 | 32
DT40 TDP1 CPT | u | -2% | u | -10% | -10% | 21µM* | 6.5µM* | 21µM*
TDP1 block | x | -10%[0.0935 µM] | 4% | 5% | 5% | 5% | 0% | 8%
TDP1 cell noCPT | u | -13% | u | u | -1% | u | 3.3µM* | -52%

#33 COc1ccc(CN2CCNC(=O)C2CC(=O)NCc2csc(C)n2)c(F)c1 (stereo not drawn)
#34 COCCn1c(=S)[nH]c2cc(C(=O)N3CCC(C(N)=O)(N4CCCCC4)CC3)ccc2c1=O
#35 Cc1ccc(NC(=O)C(C)N2C(=O)c3ccccc3C2=O)c(C)c1 (stereo not drawn)
#36 CCN(CC)S(=O)(=O)c1cccc(NC(=O)CN(C)C2CCCCC2)c1
#37 CCCCNc1ccc(C(=O)O)cc1
#38 O=C(CCCC(=O)OCC(=O)c1ccc(Cl)cc1Cl)Nc1cc(C(F)(F)F)ccc1Cl
#39 CCOC(=O)C1C(=O)NC(N2CCN(CC)CC2)=NC1c1ccccc1 (stereo not drawn)
#40 Cc1ccc(-c2cc(C(F)F)nc(S(C)(=O)=O)n2)cc1
Assay by compound | 33 | 34 | 35 | 36 | 37 | 38 | 39 | 40
DT40 TDP1 CPT | 2% | -1% | 8% | u | -26% | -11% | -1% | 0.92µM*
TDP1 block | 7% | 1% | 3% | 1% | x | -2% | 6% | -5%
TDP1 cell noCPT | 29% | 7% | 19% | 15µM* | 8% | -17% | 4% | 1.3µM*

#41 CCCNC(=O)COC(=O)C1CCN(S(=O)(=O)c2ccc3c(c2)OCCO3)CC1
#42 CCOc1cc(C(=O)Nc2ccc3c(c2)OCO3)ccc1OC(F)F
#43 O=C(COC(=O)C(O)c1ccccc1)c1ccc2c(c1)OCCO2 (stereo not drawn)
#44 OC(COC(c1ccc(F)cc1)c1ccc(F)cc1)CN1CCc2ccccc2C1 (stereo not drawn)
#45 Cc1ccc(NC(=O)CN2C(=O)NC3(CCCc4ccccc43)C2=O)c(C)c1 (stereo not drawn)
#46 C=C(c1cn(C(C)=O)c2ccccc12)c1cn(C(C)=O)c2ccccc12
#47 Nc1c(C(=O)Nc2ccc3c(c2)OCCO3)nnn1Cc1cccc(Br)c1
#48 Cc1ccc(C(=O)NCC(=O)OCC(=O)Nc2cc(S(=O)(=O)N3CCOCC3)ccc2Cl)s1
Assay by compound | 41 | 42 | 43 | 44 | 45 | 46 | 47 | 48
DT40 TDP1 CPT | 4% | 15µM* | -5% | u | u | 23µM* | u | 5%
TDP1 block | x | 0% | 2% | 3% | -11%[0.505 µM] | x | 2% | 1%
TDP1 cell noCPT | -6% | 11µM* | -2% | u | u | u | 23µM* | -15%

#49 CCOc1cc(S(=O)(=O)Nc2ccc(Cl)cn2)ccc1Cl
#50 CCOc1ccc(-n2c(=S)sc3c(=O)[nH]c(SCC(=O)N4CCC(C)CC4)nc32)cc1
#51 Cc1cc(NC(=O)COC(=O)C2CC(=O)N(c3cccc(Cl)c3)C2)no1 (stereo not drawn)
#52 N#Cc1c(-c2ccccc2)ccnc1Oc1ccccc1
#53 Cc1cccc(N2CCN(C(=O)c3cn(C4CCCCC4)c(=O)c4c3c3ccccc3n4C)CC2)c1C
#54 Nn1c(-c2ccc(F)cc2)nc2ccccc2c1=O
#55 COc1ccc(-c2c(NC(=O)c3ccco3)oc3ccccc3c2=O)cc1OC
#56 Cc1cc(-n2nc(C)cc2C)nc(NS(=O)(=O)c2ccccc2Cl)n1
Assay by compound | 49 | 50 | 51 | 52 | 53 | 54 | 55 | 56
DT40 TDP1 CPT | 3% | -26% | -21% | 3% | u | 2% | -12% | -27%
TDP1 block | 8% | 5% | 5%[0.0935 µM] | -7% | 2% | x | x | 2%
TDP1 cell noCPT | -7% | u | -16% | -25% | 16µM* | 0% | -14% | -14%

#57 CCOC(=O)C1CCCN(C(=O)N2CCOCC2)C1 (stereo not drawn)
#58 Cc1ccc(C(=O)NC(=S)NNS(=O)(=O)c2ccccc2)cc1
#59 Cc1ccc(CNC(=O)c2cc(S(=O)(=O)N3CCCCC3)cn2C)cc1
#60 O=C(CCN1CCOCC1)NNC(=O)/C(=C/c1ccccc1)NC(=O)c1ccccc1
#61 CCN(CC)c1ccc(NC(=O)c2ccc(=O)[nH]c2)cc1S(=O)(=O)Nc1ccc(OC)cc1
#62 N=C1C(c2ccccc2)=C(O)C2CCc3ccccc3N12 (stereo not drawn)
#63 O=C(CN1CCN(c2ncccn2)CC1)N(Cc1ccccc1)c1ccc(F)cc1
#64 O=C(CN1CCN(Cc2ccc(F)cc2)CC1)NCc1ccccc1
Assay by compound | 57 | 58 | 59 | 60 | 61 | 62 | 63 | 64
DT40 TDP1 CPT | 14% | 0% | u | 7% | 29µM* | -24% | -41% | 19%
TDP1 block | 4% | 8% | 8% | 5% | -5%[0.505 µM] | 0% | 1% | 4%
TDP1 cell noCPT | -11% | -17% | 21µM* | 4% | u | -7% | -22% | u

#65 CCCCC(NS(=O)(=O)c1ccc(OC)cc1)C(=O)O (stereo not drawn)
#66 Cc1ccc(-c2n[nH]c(=S)n2/N=C/c2ccc(C(=O)O)cc2)cc1
#67 Cc1c(C(=O)NCc2ccco2)oc2c(F)cccc12
#68 COc1ccc(S(=O)(=O)Nc2ccccc2N2CCOCC2)cc1[N+](=O)[O-]
#69 CC1CCc2c(sc3nc(CN4CCOCC4)nc(NS(=O)(=O)c4cccc([N+](=O)[O-])c4)c23)C1 (stereo not drawn)
#70 CC(=O)c1c(C)[nH]c(C(=O)COC(=O)c2cccnc2Cl)c1C
#71 Cc1ccc(-c2nnc(Nc3ccc(O)cc3)c3ccccc23)cc1S(=O)(=O)NCCO
#72 C=CCn1c(-c2cc(Cl)ccc2OC)n[nH]c1=S
#73 COc1cc(/C=C/C(=O)c2ccc(NS(=O)(=O)c3ccc(C)cc3)cc2)ccc1OC(F)F
#74 CCCNC(=O)c1cc(C2CCCCN2C(=O)OCC(C)C)on1 (stereo not drawn)
#75 O=C(COC(=O)COc1ccc(Br)cc1)NCCC1=CCCCC1
Assay by compound | 65 | 66 | 67 | 68 | 69 | 70 | 71 | 72 | 73 | 74 | 75
DT40 TDP1 CPT | -5% | -11% | -7% | -1% | -8% | 5% | u | 3% | u | -25% | 25%
TDP1 block | -8% | x | 0% | -2% | 8% | -1%[56.1 µM] | 6% | 4% | -6% | x | 0%
TDP1 cell noCPT | 5% | 27% | -12% | -13% | 5% | -21% | u | -3% | 18µM* | -26% | -18%
